# KDM5B inh: Primary screen for KDM5B Histone Demethylases FDH-coupled qHTS. Potency, µM (highest dose often 57.7 µM), for the others: at the top dose activity change, negative = inhibition, most hits filed as inhibitors. Lysine-specific demethylase 5B (Homo sapiens), Q9UGL1. KDM5B demethylase, FDH-coupled NADH fluorescence (FDH is formaldehyde dehydrogenase). actives 2.6% (n = 220,000); active means well fitted inhibition curve with a large enough effect; inconclusive means small, poorly fitted or top-dose-only effect; inactive means no such curve, though single readings can be large or run the other way; further: 0% is about no effect; nearly all actives have a fitted effect of over 70% in size
# Target sequence (Q9UGL1 whole entry, looked up): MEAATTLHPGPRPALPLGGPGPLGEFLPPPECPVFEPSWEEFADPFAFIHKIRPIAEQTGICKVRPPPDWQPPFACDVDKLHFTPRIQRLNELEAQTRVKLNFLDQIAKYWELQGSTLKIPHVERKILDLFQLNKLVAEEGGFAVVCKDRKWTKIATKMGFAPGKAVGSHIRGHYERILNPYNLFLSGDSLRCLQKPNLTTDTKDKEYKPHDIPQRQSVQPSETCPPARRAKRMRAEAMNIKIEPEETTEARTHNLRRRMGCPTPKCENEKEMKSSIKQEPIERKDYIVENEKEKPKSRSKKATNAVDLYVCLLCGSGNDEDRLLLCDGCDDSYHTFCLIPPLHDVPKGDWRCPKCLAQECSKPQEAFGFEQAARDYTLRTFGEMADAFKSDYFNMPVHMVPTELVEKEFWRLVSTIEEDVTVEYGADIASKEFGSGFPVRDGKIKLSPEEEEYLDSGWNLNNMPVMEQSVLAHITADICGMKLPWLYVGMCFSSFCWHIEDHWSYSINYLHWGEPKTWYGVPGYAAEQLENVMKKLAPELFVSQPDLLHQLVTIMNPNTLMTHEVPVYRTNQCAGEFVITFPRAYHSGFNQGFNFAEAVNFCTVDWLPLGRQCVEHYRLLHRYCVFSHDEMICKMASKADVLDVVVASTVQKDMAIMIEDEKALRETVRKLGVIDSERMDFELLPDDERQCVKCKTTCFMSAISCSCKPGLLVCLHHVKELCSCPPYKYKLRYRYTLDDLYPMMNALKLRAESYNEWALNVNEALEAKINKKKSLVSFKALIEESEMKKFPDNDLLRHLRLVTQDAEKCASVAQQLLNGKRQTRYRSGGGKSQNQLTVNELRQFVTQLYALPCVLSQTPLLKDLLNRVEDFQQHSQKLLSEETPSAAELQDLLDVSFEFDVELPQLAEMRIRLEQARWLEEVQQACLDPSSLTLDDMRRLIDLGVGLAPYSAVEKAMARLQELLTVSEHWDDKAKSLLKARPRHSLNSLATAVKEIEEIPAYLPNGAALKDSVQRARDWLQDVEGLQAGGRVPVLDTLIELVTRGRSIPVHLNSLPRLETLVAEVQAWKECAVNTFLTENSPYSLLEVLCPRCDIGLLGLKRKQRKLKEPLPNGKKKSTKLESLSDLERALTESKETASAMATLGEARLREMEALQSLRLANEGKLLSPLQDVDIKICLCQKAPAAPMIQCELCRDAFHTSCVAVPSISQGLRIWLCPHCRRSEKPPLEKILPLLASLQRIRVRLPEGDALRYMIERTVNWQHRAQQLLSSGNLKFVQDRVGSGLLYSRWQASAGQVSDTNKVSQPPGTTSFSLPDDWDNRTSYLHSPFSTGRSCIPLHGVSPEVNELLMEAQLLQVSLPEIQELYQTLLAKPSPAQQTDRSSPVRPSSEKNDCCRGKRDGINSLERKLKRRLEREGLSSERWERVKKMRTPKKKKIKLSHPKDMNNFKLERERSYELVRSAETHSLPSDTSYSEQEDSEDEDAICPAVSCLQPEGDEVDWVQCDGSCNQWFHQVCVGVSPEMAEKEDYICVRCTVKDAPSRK
#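 Compound dilutions met 200 nM (final) KDM5BΔAP for 10 min at room temperature before substrate addition. The substrate mix held 12.5 µM H3K4me3 with cofactors 25 µM α-ketoglutarate and 50 µM Fe²⁺. NADH signal gain over 30 min defined activity.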
# Active calls of the source: *; ? = inconclusive; & = joins results of further samples; [ ] = remark or other dose. Potency means the concentration at half of the fitted maximal effect. Some of the compounds tested. The share of hits here may be higher or lower than overall.
KDM5B inh	mol
?	CCCOc1ccc(NC(=O)C(C)Oc2cc(C)cc(C)c2)c2cccnc12 (stereo not drawn)
-23%	O=C1NCC2(CCN(C(=O)c3cn(CCC4CCCCN4)nn3)CC2)O1 (stereo not drawn)
2%	CN1CCN(CCNC(=O)CCc2ccc3c(c2)CN(S(C)(=O)=O)CCO3)CC1
2%	COc1ccc(CCC2CCN(C(=O)C3CCN(S(=O)(=O)c4ccc(C)cc4C)CC3)CC2)cc1
-17%	COCCN1CCOC[C@H]2CCN(C(=O)c3sc(C)nc3C)C[C@H]21
?	CCC1=NOC(Cn2c(=O)n(CCc3ccccn3)c3ncc(C(=O)O)cc32)C1 (stereo not drawn)
-19%	CC(=O)c1cc(CN2CCN(c3nnc(C(F)(F)F)s3)CC2)cs1
-6%	CCCCCCCCOc1cccc(OCC(=O)O)c1
-12%	CCc1ccc(NC(=O)CC2C(=O)N(c3ccc(Cl)cc3)C(=O)N2C2CCCC2)cc1 (stereo not drawn)
-16%	O=C(Nc1c(C(=O)Nc2ccccc2F)oc2ccccc12)c1cc2ccccc2o1
-39%	Cc1ccc(S(=O)(=O)N(CC(O)Cn2c3ccccc3c3ccccc32)c2cccc(C(N)=O)c2)cc1 (stereo not drawn)
2%	CCOC(=O)c1ccc(NC(=O)c2nc3ccccc3nc2N2CCCC2)cc1
?	COc1cc(/C=C(\C#N)C(N)=C(C#N)C#N)cc(Cl)c1O
-23%	CC(=O)N[C@@H]1CN(C(=O)CCCc2ccc(F)cc2)C[C@H]1C(C)C
-8%	NS(=O)(=O)c1ccc(N2CCN(C(=O)c3ccco3)CC2)nc1
12%[115 µM]	CCC(=O)N1Cc2ccccc2CC2(CCN(CC3CCNCC3)CC2)C1
-18%[86.2 µM]	CNC(=O)CCn1ncc2cc(OC3CCc4cccc(-c5ccnn5C)c43)ccc21 (stereo not drawn)
1%	CN(C)CCCNc1nc(N)c([N+](=O)[O-])c(NCc2ccccc2)n1
11%	O=C(c1cccc(S(=O)(=O)Nc2cc(C(F)(F)F)ccc2Cl)c1)N1CCCC1
-3%	CCNC(=O)N1CCCC(c2noc(COc3ccccc3F)n2)C1 (stereo not drawn)

# Four of the compounds above, with each value named:
> CNC(=O)CCn1ncc2cc(OC3CCc4cccc(-c5ccnn5C)c43)ccc21 (stereo not drawn)
  KDM5B inh: -18%[86.2 µM]
> CN(C)CCCNc1nc(N)c([N+](=O)[O-])c(NCc2ccccc2)n1
  KDM5B inh: 1%
> Cc1ccc(S(=O)(=O)N(CC(O)Cn2c3ccccc3c3ccccc32)c2cccc(C(N)=O)c2)cc1 (stereo not drawn)
  KDM5B inh: -39%
> CC(=O)N[C@@H]1CN(C(=O)CCCc2ccc(F)cc2)C[C@H]1C(C)C
  KDM5B inh: -23%

# Additional compounds.
KDM5B inh	mol
8%&9%	Cc1c(Cl)cccc1NC(=O)c1noc2c1CCCC2
11%	Cc1ccc(-n2ncc3c2NC(=O)CC32C(=O)N(CC(N)=O)c3ccccc32)cc1C (stereo not drawn)
14%	CSc1ccccc1NC(=O)c1ccc(C)s1
5%	CC(C)NC(=O)N1CCC2(CC1)CC(N1CCOCC1)CCO2 (stereo not drawn)
14%[115 µM]	CN(C)CC(=O)N1Cc2ccccc2CC2(CCCCN2Cc2ccccc2)C1 (stereo not drawn)
5%	CCOc1ccccc1/C=C1\NC(=O)NC1=O
-5%	CC(C)Cn1c(CCNC(=O)c2ccco2)nc2ccccc21
-1%	Cc1ccc(NC(=O)Cn2nc3c(cc2=O)CCCCC3)c(Cl)c1
?	COc1cc(C2CC(=O)N3CN(Cc4ccccc4)CSC3=C2C#N)cc(OC)c1OC (stereo not drawn)
-6%	Cc1noc(C)c1CC(=O)N1CCC(OCC2CC2)C1 (stereo not drawn)

# Sorted by length of the SMILES (ascending): some entries from above.
KDM5B inh	mol
5%	CCOc1ccccc1/C=C1\NC(=O)NC1=O
-6%	Cc1noc(C)c1CC(=O)N1CCC(OCC2CC2)C1 (stereo not drawn)
-5%	CC(C)Cn1c(CCNC(=O)c2ccco2)nc2ccccc21
5%	CC(C)NC(=O)N1CCC2(CC1)CC(N1CCOCC1)CCO2 (stereo not drawn)
-1%	Cc1ccc(NC(=O)Cn2nc3c(cc2=O)CCCCC3)c(Cl)c1

# (continued)
KDM5B inh	mol
11%	CC(C(=O)N1CCc2ccccc21)N(C)CC(=O)Nc1cccc(F)c1 (stereo not drawn)
?	COc1ccc(CNC(=O)c2cc3c(=O)[nH]c4ccccc4c3n2C)c(OC)c1
17%	CCn1nccc1C(=O)N1CCC(C(=O)N2CCCCCCNC(=O)CC2)CC1
?	Cc1cccc(CS(=O)(=O)c2ncc(Cl)c(C(=O)NCc3ccccc3)n2)c1
?	c1ccc2c(c1)CCCC2NCc1cccc2ccccc12 (stereo not drawn)
18%	CCOC(=O)C1=C(CNCc2ccccc2Cl)NC(=O)NC1c1cccc([N+](=O)[O-])c1 (stereo not drawn)
?	CN(CC(=O)Nc1ccccc1Cl)CC(=O)N(CCC#N)c1ccccc1F
17%	Cc1nc(SC(C)C(=O)Nc2ccccc2)n(CC(C)C)c1C (stereo not drawn)
21%	O=C1NCN(Cc2ccc(Cl)cc2)C12CCN(Cc1ccncc1)CC2
31%	CN1C(=S)SC2CS(=O)(=O)CC21 (stereo not drawn)
14µM*	CN(CC(=O)N1CCn2nc(Cc3ccccc3)cc2C1)Cc1ccncc1
14%	CCOc1cc(=O)n2c(c1C(=O)NCc1ccc(F)cc1Cl)CCCC2
-23%	Cc1ccc(CN2CCC3(CC2)C(=O)NCN3Cc2ccc(Cl)cc2)cc1
?	COc1ccc(-c2cc3ccc(OS(C)(=O)=O)cc3oc2=O)cc1OC
9%	CC1CCN(S(=O)(=O)N2CCC(C(=O)N3CCCC3c3nc(C4CCOCC4)no3)CC2)CC1 (stereo not drawn)
7%	Cc1cccc(OCC(=O)Nc2ccc(O)c(-c3nc4ccccc4o3)c2)c1
11%	O=C(CCC(=O)OCc1ccccc1Cl)Nc1ccc2c(c1)oc1ccccc12
16%	CN(C)C(=O)c1cc(Cl)ccc1F
?	CN[C@H]1C[C@H]2c3[nH]c4cccc(-c5ccccc5)c4c3CCN2C[C@H]1[C@H](C)O
13%	O=C(Nc1ccc(Br)cc1)c1cc(-c2ccc3c(c2)OCO3)on1
14%[149 µM]	Fc1ccc(OC2CN(Cc3ccccc3)C2)cc1F
6%	CCC(C)c1ccc(NC(=O)C2CC3CCC2C3)cc1 (stereo not drawn)
1%	Cc1cc(C)c(CNC(=O)C2CCCN(c3cnn(Cc4ccccc4)c(=O)c3)C2)c(C)c1 (stereo not drawn)
-29%	Cc1cccc(-c2nnc(SCC(=O)N3CCCCC3)o2)c1
32%[86.2 µM]	COCc1cc(C[C@H]2CNCC[C@H]2CC(=O)N(C)Cc2ccccc2)no1
-11%	O=C1CCN(S(=O)(=O)c2ccccc2)CCCN(C(=O)NCCc2ccccc2)CCN1
-29%	Cc1cc(C)n(CCCC(=O)N2C[C@H](CO)C[C@H](CN(C)C)C2)n1
-29%	CCCCN(Cc1ccccc1)S(=O)(=O)c1cc(Br)cc2c1N(C(=O)C1CC1)CC2
32µM*	Cc1nn2c(NCCc3ncc[nH]3)cc(-c3ccccc3)nc2c1C
-4%	CC(=O)Nc1ccc2nc(SCc3cccc(Br)c3)sc2c1
?	O=C(O)CC1(CC(=O)NCc2csc(-c3cccs3)n2)CCCCC1
31%	COc1ccc(C(CC(=O)N2CCCCC2)C(C)C)cc1 (stereo not drawn)
18%	Cc1ccc(Nc2nnc(SCC(=O)N3CCCC3)s2)c(C)c1
?	Cc1c(-c2cccs2)nc2ccccc2c1C(=O)O
8%	Cc1ccc(C2CCCN2S(=O)(=O)c2ccccc2)cc1 (stereo not drawn)
89µM*	CC1C=CC(C)N1c1ncnc2c1CN(C1CCNC1)C(=O)CN2C (stereo not drawn)
-5%	CCCCn1c(CN2CCCCC2CC)nc2c1c(=O)n(C)c(=O)n2C (stereo not drawn)
6%	COc1ccc(-c2cc(C(=O)NCCCN3CCCC3=O)c3ccccc3n2)cc1OC
15%	O=C(CSc1ncnc2sc3c(c12)CCC3)Nc1ccc(F)cc1
?	COc1ccc(Nc2ncnc3onc(-c4ccc(Cl)cc4)c23)cc1Cl
-18%	Cn1ncc(N2CCC(C(=O)Nc3ccccc3)C2)cc1=O (stereo not drawn)
-2%	CCn1cc(S(=O)(=O)Nc2ccn(Cc3ccccc3F)n2)c(C)n1
11%	Cc1cc(SCC(=O)NCCC#N)nc2c(C)cccc12
12%	CC(C)CNC(=O)COC(=O)c1ccc(Br)cc1
8%	Cc1[nH]nc(CN2CCC3(CCN(C4CCCC4)CC3)C(CO)C2)c1Cl (stereo not drawn)
13%[86.2 µM]	COc1cccc(CN2CCOC3CCN(Cc4ccccc4O)CC3C2=O)c1 (stereo not drawn)
-20%	Cc1nn(C)c2ncnc(N3CCCC(Cc4nc5ccccc5[nH]4)C3)c12 (stereo not drawn)
17%	COC1C(=O)N(c2cccc(F)c2)C12CCN(S(=O)(=O)c1cccs1)CC2 (stereo not drawn)
-11%	CC(C)c1nncn1C1CCN(S(=O)(=O)c2ccc(F)cc2)CC1
7%	O=C(O)C(c1c[nH]c2ccc(Cl)cc12)N1CCN(Cc2cccnc2)CC1 (stereo not drawn)

# (list continues)
KDM5B inh	mol
21%	CC(C)(C)c1ccc(C(=O)Nc2ccc(NC(=O)CCC(=O)O)cc2O)cc1
19%	COc1ccc(C(=O)COc2ccc(C)cc2NC(C)=O)cc1
-7%	O=C(NC1CCCN(c2cc(N3CCCC3)ncn2)C1)c1ccoc1 (stereo not drawn)
-12%	COc1ccc(OC)c(NC(=O)CSc2nnc3ccc4ccccc4n23)c1
?	CCCCc1ccc(-c2cc(C(=O)NC3CCCC3)c3cc(Br)ccc3n2)cc1
-5%	Cc1c(C(=O)OC2CCCCC2)[nH]c2c1C(=O)CC(c1ccccc1Cl)C2 (stereo not drawn)
25%	Cc1noc(C)c1COc1ccccc1C(=O)N1CCN(c2cccc(Cl)c2)CC1
-4%	CSCC[C@H](NC(=O)NC1CCCC1)C(=O)O
11%	Cc1ccc(C)c(NC(=O)N2CCN(c3nc(C)cc(N4CCOCC4)n3)CC2)c1
?	Cc1ccc(CCCN2CCCC(COc3ccccc3C(=O)N3CCCCC3)C2)o1 (stereo not drawn)
3%	COc1ccc(C)cc1NC(=O)C(Cc1ccccc1)NS(=O)(=O)c1ccc(Br)s1 (stereo not drawn)
?	COc1ccc(C2Cn3nnc(C(=O)NC4CCCCCC4)c3CO2)cc1 (stereo not drawn)
?	CCN1CCC(CCNC(=O)CCC[C@H]2NC[C@@H]3CC2CN(Cc2ccccc2)C3)CC1
-2%	Cc1ccc(Cn2ccnc2SCC(=O)NCc2ccccc2)cc1
17%	COCCCNC(=O)NC(=O)CSc1cc(C)c2cccc(C)c2n1
-4%	O=C(CCc1ncc(-c2ccccc2F)o1)N1CCN(CC(=O)N2CCCCC2)CC1
-10%	O=c1[nH]c(C2CCN(Cc3ccccc3)CC2)nn1Cc1ccccc1
-13%	CCc1nnc(C(=O)Nc2ccc(C(=O)N3CCOCC3)cc2)s1
10%	COc1cccc(CNC(=O)C(C)OC(C)=O)c1 (stereo not drawn)
6%	Cn1nc(C(=O)OCC(=O)c2ccccc2)c2ccccc2c1=O
1%	CCOc1ccc(NC(=O)c2ccc3snnc3c2)cc1
-11%[115 µM]	O=C(NC[C@H]1OC[C@@H](NC2CCC2)[C@@H]1O)C1CCCC1
17%[115 µM]	COc1cccc(N2C(=O)NC(=NC3CCCCC3)C23CCN([S+](=O)([O-])c2cccc(OC)c2)CC3)c1
19%	CCn1nccc1C(=O)N1C[C@@H](F)C[C@H]1C(=O)N1CCCCC1
-11%	COc1ccc(Cn2c(C(=O)O)c(CNCC(C)c3ccccc3)c3ccc(OC)cc32)cc1 (stereo not drawn)
15%	COc1ccc(C(=O)NCCC2CCN(C(=O)Nc3ccccc3)CC2)cc1OC
-4%	CC(=O)CCS(=O)(=O)c1ccc(Cc2ccc(S(=O)(=O)CCC(C)=O)cc2)cc1
-11%	N#C/C(=C/c1ccc(-c2ccccc2)cc1)c1cccc([N+](=O)[O-])c1
-13%	COCCNC(=O)[C@@H]1C[C@@H](O)CN1C1CCN(C(=O)C(C)C)CC1
3%	Cc1ccsc1C(=O)NC1CCN(C(=O)N2CC3CC(C2)[C@H]2CCCC(=O)N2C3)CC1 (stereo partly drawn)
?	CCc1ccccc1-n1nc(-c2c(C)nc3scc(CC(=O)NCCOC)n3c2=O)cc1C
-17%	CN(C)CC1(O)CCC2(CCN(C(=O)c3nccc4ccccc34)CC2)CC1
-13%	CCc1ccccc1NC(=O)Cn1cc(S(=O)(=O)N2CCCC2)c(S(=O)(=O)N2CCCC2)c1
-13%	Cc1ccc(C)c(CN2C(=O)c3ccccc3Sc3ccc(C(=O)NCCCOC(C)C)cc32)c1
-13%	CC(NC(=O)c1cccs1)c1ccccc1 (stereo not drawn)
-5%	Cc1ccc(CNC(=O)Cn2c(N(C)Cc3ccccc3)nc(C)cc2=O)cc1
15%	COc1ccc(NC(=O)N(Cc2nnc3n2CCCCC3)c2ccc(C)cc2C)cc1
0%	O=C1C2C3C=CC(C3)C2C(=O)N1c1ccc(-c2nc(-c3ccccc3)nc3ccccc23)cc1 (stereo not drawn)
-19%	CCCNC(=O)CCc1ccc2c(c1)CN(C(=O)NCC)CCO2

# Screening results from PubChem BioAssay.
